Screening results as filed in PubChem.
A549 viability: Nrf2 qHTS screen for inhibitors: counterscreen for cytotoxicity | AID 504648, 2011 | A549 ARE-Fluc cells, CellTiter-Fluor viability, 18-24 h | Potency, µM (titrated, usually from 46 µM), for inactives: at the top dose activity change, negative = cytotoxicity, most hits filed as inhibitors | actives 0.16% (n = 390,000); further: potency means the concentration at half of the fitted maximal effect; on the % scale 0 is the no-effect control and ±100 the full control effect
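Cytotoxicity counterscreen: CellTiter-Fluor fluorescence was measured in A549 ARE_Fluc cells after 18-24 h of compound exposure in a concentration series. The subsequent BugLite luminescent read reports ARE-luciferase activity.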
TGFb SMAD3 inh: qHTS for Inhibitors of TGF-b. Potency, µM (series often up to 46.1 µM), for the others: top-dose activity, negative = inhibition, most hits filed as inhibitors. actives 1.2% (n = 410,000). AID 588855, 2011. HepG2 CAGA-GFP TGF-b/SMAD3 reporter, GFP fluorescence, 18 h; TGF-beta stimulated, 500 pg/mL final; further: potency means the concentration at half of the fitted maximal effect; on the % scale 0 is the no-effect control and ±100 the full control effect; nearly all actives have a fitted effect of over 65% in size
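Smad-responsive CAGA-GFP expression was quantified in HEPG2 cells exposed to compounds and 500 pg/mL final TGF-beta for 18 h at 37 degrees C; unstimulated wells defined full inhibition.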
Abeta rescue: qHTS for compounds that reverse cellular toxicity of Amyloid beta (A-beta) peptide in yeast: Primary Screen; yeast expressing A-beta42, growth rescue, OD600, 48 h; response scale: 0% DMSO, 100% iron-clioquinol control; Potency, µM (titrated, usually from 46.1 µM), for inactives: at the top dose growth rescue, usual class: activators; actives 0.063% (n = 410,000); further: potency means the concentration at half of the fitted maximal effect; nearly all actives have a fitted effect of over 55% in size
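Yeast A-beta toxicity model in growth medium with pinned compounds, 48 h at 30 C; growth read as absorbance at 600 nm. Normalized to FeCl3/clioquinol equimolar mix (positive) and DMSO (negative).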
Nrf2 block: Nrf2 qHTS screen for inhibitors. Potency, µM (highest dose often 46 µM), inactives show at the top dose activity change, negative = inhibition, actives largely listed as inhibitors. A549 ARE-Fluc reporter, luciferase luminescence, 18-24 h. actives 2.1% (n = 360,000); further: potency means the concentration at half of the fitted maximal effect; on the % scale 0 is the no-effect control and ±100 the full control effect; nearly all actives have a fitted effect of over 60% in size
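Cells were seeded and rested 2 h, then exposed to compounds for 18-24 h. CellTiter-Fluor was read first as a viability measure. BugLite was added 15 min before the final luminescent read of ARE-luciferase activity in A549 cells.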
Nrf2 ARE act: qHTS of Nrf2 Activators; AID 624171, 2012; Potency, µM (titrated, usually from 46.1 µM), without a hit: at the highest dose activation, hits mostly activators; actives 0.31% (n = 410,000); AREc32 ARE-luciferase reporter (MCF7-derived line), luminescence, 24 h; further: potency means the concentration at half of the fitted maximal effect; % of control where 0% means no effect; nearly all actives have a fitted effect of over 65% in size
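AREc32 cells carrying an ARE-driven firefly luciferase, 1000 cells/well in OPTI-MEM with 5% FBS, dosed after overnight attachment and incubated 24 hr at 37 deg C. Steady-Glo luminescence read after 30 min at RT.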
CCT chaperon mod: High-Throughput Screening for Modulators of Cytosolic Chaperonin Activity | purified chaperonin ATPase assay, HTRF ADP detection, 30 min | activity change, % (no concentration beside the values), hits read low | actives 0.3% (n = 360,000); in the data active means activity change below about -30%; further: on the % scale 0 is the no-effect control and ±100 the full control effect
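Enzyme 40 or 20 nM (batch-dependent) in Tris pH 7.4/KCl/MgCl2/DTT; cpd 76 uM single point; ATP 10 uM; 30 min 37 °C; Transcreener ADP HTRF detection, 30 min RT; ratio 665/615.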
Akt phos inh: HTS Assay for Inhibitors of Akt Phophorylation: Primary Screen. Neuro2A IGF-stimulated pAkt S473 HTRF, 20 min; active compounds read low. activity change, % for hits at 50 µM. actives 0.32% (n = 360,000). AID 651550, 2012; in the data active means activity change below about -80%; inconclusive means mostly about -51% to -80%; further: on the % scale 0 is the no-effect control and ±100 the full control effect
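Neuro2A cells (4,500/well, DMEM with 0.5% FBS) were treated with compound at a single 50 µM final concentration, stimulated with 6 nM IGF for 20 min at 37 °C, and lysed. Phospho-Akt Ser473 was read by HTRF as 665/615 ratio ×10^4.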
HepG2 viability: qHTS for Inhibitors of TGF-b: Cytotox Counterscreen | HepG2 CAGA-GFP viability, ATP luminescence, 18 h | actives 0.76% (n = 410,000) | AID 588856, 2011 | Potency, µM (series often up to 46.1 µM), for the others: top-dose activity change, negative = cytotoxicity, usual class: cytotoxic; further: potency means the concentration at half of the fitted maximal effect; some results filed as inactive show a strong effect at the top dose
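CellTiter-Glo luminescence gave cytotoxicity after 18 hours at 37 degrees C. The cells were HepG2 CAGA-GFP in 1% FBS DMEM, stimulated with 500 pg/mL TGF-beta after compound addition. %Activity was normalised to no-cell wells (complete cell-killing) and DMSO (no toxicity), and curves were fitted and classified.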
Mm-Cpn inhibitor: Inhibitors of TCP-1 ring complex (TRiC) of Methanococcus maripaludis (MmCpn): qHTS; Chaperonin Mm-Cpn (Methanococcus maripaludis); purified Mm-Cpn ATPase, ADP Transcreener TR-FRET; Potency, µM (series often up to 76.9 µM), without a hit: top-dose activity, negative = inhibition, usual class: inhibitors; actives 0.031% (n = 330,000); AID 504842, 2011; further: potency means the concentration at half of the fitted maximal effect; on the % scale 0 is the no-effect control and ±100 the full control effect; nearly all actives have a fitted effect of over 80% in size
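Reaction buffer contained 30 mM Tris pH 7.4, 100 mM KCl, 5 mM MgCl2 and 1 mM DTT. Mm-CPN (25 nM final) hydrolysed 10 uM ATP over 30 min at 37°C; ADP was read by HTRF.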
Starred values were filed as active, the others as inactive; i = inactive; ? = inconclusive; · = no result given; & = joins results of further samples; [ ] = remark or other dose. Unless noted, the call rests on the fitted dose curve; in most records, active means well fitted curve in the direction sought with a large enough effect; inconclusive means small, poorly fitted or top-dose-only effect, or another doubt; inactive means no such curve, though single readings can be large; an effect the other way counts as inactive or inconclusive.

SMILES	A549 viability	TGFb SMAD3 inh	Abeta rescue	Nrf2 block	Nrf2 ARE act	CCT chaperon mod	Akt phos inh	HepG2 viability	Mm-Cpn inhibitor
CCOc1ccccc1CNC(=O)c1ccc2c(c1)sc1nc(-c3ccccc3)cn12	8%	-4%	4%	2%	5.6%	·	·	-12%	·
COc1ccc(Cn2c(C)c(C)c(C#N)c2NC(=O)Nc2cccc(Cl)c2)cc1	-7%	-5%	-9%	-21%	4.5%	3.0	i	-27%	0%
COc1ccc(C(=O)n2nc(C)cc2C)cc1OC	1%	2%	-3%	16%	-0.7%	-1.3	i	-2%	·
Cc1nc2c(s1)sc1ccccc12	-12%	2%	-2%	13%	-0.4%	-3.7	i	-9%	2%
Cc1ccc(C(=O)OC2CCCN(C)C2)cc1 (stereo not given)	-10%	19%	-16%	-12%	0.3%	-2.4	i	0%	-4%
C=CCOC(=O)C1=C(C)NC(=O)NC1c1ccc2c(c1)OCO2 (stereo not given)	?	0%	1%	-14%	2.2%	2.0	i	-14%	2%
CN([C@@H](C(=O)OC(C)(C)C)c1ccccc1)S(=O)(=O)c1cccc(S(=O)(=O)N(C)[C@@H](C(=O)OC(C)(C)C)c2ccccc2)c1	-1%	-1%	-16%	-1%	2.6%	-0.9	i	13%	0%
COc1ccc(CN2CCNC(=O)C2CC(=O)N(C)CCC2CCOCC2)c(OC)c1 (stereo not given)	-4%	-4%	11%	17%	-0.1%	-1.3	i	4%	1%
CC1(C)NC(=O)N(CC(=O)OCC(=O)NC(=O)c2ccccc2)C1=O	-6%	?	-24%	2%	-0.1%	-2.5	i	5%	-4%
CCN1CCCC1CNC(=O)Cn1nc(C)n2c(cc3cc(C)ccc32)c1=O (stereo not given)	8%	3%	-5%	-8%	-0.1%	0.5	i	-16%	0%
Nc1cccc(-c2nc3ccc(C(=O)c4ccccc4)cc3[nH]2)c1	-18%	?	3%	?	5.3%	-2.3	i	-31%	1%
O=C(CSc1ccccc1)Nc1ccncc1	-7%	0%	11%	9%	0.2%	-0.3	-139%*	3%	-1%
C[C@@H](C(=O)NCC1CC1)[C@H]1C[C@]1(C)[C@H](NC(=O)OCc1ccccc1)c1ccccc1	-6%	?	13%	-16%	2.7%	-1.6	i	-14%	-2%
CC(=O)OCCNC(=O)c1cc2ccccc2oc1=O	-1%	-4%	6%	·	0.5%	-2.6	i	2%	2%
COc1ccc(-c2noc(C3CCCN(C(=O)c4ccccc4OC)C3)n2)cc1 (stereo not given)	-5%	-13%	-2%	?	2.4%	1.3	i	-19%	0%
Cc1ccc(C)c(NC(=S)Nc2ccc(S(=O)(=O)Nc3ncccn3)cc2)c1	-1%	7%	5%	0%	-0.3%	0.8	i	6%	1%
COc1ccccc1NC(=O)Cn1c(SCC(=O)Nc2ccc(F)cc2)nc2ccccc21	0%	-8%	-4%	·	6.7%	·	·	0%	·
O=C(CSc1nc2c([nH]c3ccccc32)c(=O)n1-c1ccc(F)cc1)N1CCCCCC1	0%	1%	-5%	·	-0.9%	·	·	-33%	·
CC(=O)C1=C(C)Nc2ncnn2C1c1ccc(Cl)cc1 (stereo not given)	3%	0%	23%	-9%	-0.4%	1.7	i	-1%	1%
COC(=O)c1cc(CSc2ncnc3sccc23)oc1C	0%	5%	-15%	-10%	4.3%	-0.4	i	-2%	-6%
COc1ccc(-c2cc(C(F)(F)F)n3nc(C(N)=O)cc3n2)cc1	·	-1%	4%	·	-0.7%	0.8	i	21%	·
CCOC(=O)CNC(=O)Cn1c(C)cc2ccccc2c1=O	1%	6%	3%	0%	0.3%	1.6	i	-2%	-2%
c1ccc(-c2csc(N3CCSCC3)n2)cc1	1%	0%	5%	?	0.1%[9.22 µM]	-1.2	i	-7%	-2%
CN(C(=O)c1ccno1)c1nnc(-c2ccccn2)s1	5%	-5%	-9%	16%	1.7%	-2.0	i	-5%	-10%
CC(=O)N[C@@H](Cc1c[nH]c2ccccc12)C(=O)OCC(=O)Nc1ccc(Cl)c(S(=O)(=O)N(C)C)c1	7%	-4%	-2%	8%	0.0%	0.2	i	-20%	0%
O=C(NCc1ccccc1)C(=O)NCC(c1ccco1)S(=O)(=O)c1cccs1 (stereo not given)	1%	14%	5%	·	-0.3%	·	·	1%	·
O=S(=O)(c1ccc2c(c1)OCCO2)N1CCN(S(=O)(=O)c2ccco2)CC1	1%&-1%	-10%	15%	-12%&14%	0.0%	·	·	11%	-1%
CCOc1cccc2cc(C(=O)N3CCc4ccccc43)c(=O)oc12	13%	11%	-25%	·	-0.4%	-3.9	i	-9%	0%
Nc1ccc2c(c1)Oc1ccccc1C=C2	11%	?	-8%	?	8.1%	-3.6	i	-22%	-4%
Cc1cc(C)c2c(N)c(C(=O)NN3CC(=O)N(c4ccccc4)CC3=O)sc2n1	12%	-6%	20%	-5%	-0.1%	0.3	i	-72%	0%
CCOc1ccc(C(C(=O)NC2CCCCC2)N(CCOC)C(=O)c2snc(C(N)=O)c2N)cc1 (stereo not given)	-6%	0%	6%	-3%	0.4%	1.0	i	-9%	1%
O=C(Nc1cccc(-c2cccc(Cl)c2)c1)C1CCN(CC2CCOC2)CC1 (stereo not given)	7%	?	4%	10%	6.8%	-1.0	i	-90%	-2%
Cc1ccc2[nH]c(C(=O)O)c(NC(=O)c3ccccc3[N+](=O)[O-])c2c1	-2%	-5%	-5%	3%	-0.1%	-1.3	i	1%	0%
COc1cc(C(=O)Nc2cccc(NC(=O)c3ccccc3)c2)cc(OC)c1OC	7%	-3%	?	?	3.8%	-0.8	i	3%	1%
COCCCN1C(=O)C(=O)/C(=C(/O)c2ccc(OCC(C)C)cc2)C1c1cccnc1 (stereo not given)	-10%	8%	2%	-14%	-0.2%	0.4	i	-7%	1%
COc1ccc([C@H]2CC(=O)C=C(c3ccc4c5c(cccc35)CC4)C2)cc1	11%	-5%	4%	11%	0.2%	1.4	i	6%	-24%
CCOC(=O)C1CCN(CC(=O)Nc2ccc(OC)c(Cl)c2)CC1	-8%	0%	-8%	-2%	-0.3%	-1.6	i	-39%	-3%
Cc1onc(-c2ccccc2)c1C(=O)Nc1cccc(OC(C)C)c1	-2%	-22%	4%	1%	-0.7%	1.1	i	-3%	-2%
COc1ccc(NC(=O)N2CCCC2)cc1OC	2%	4%	5%	2%	0.2%	-1.9	i	5%	1%
Cc1nc(N2CCN(C(=O)c3ccco3)CC2)c2c3c(sc2n1)CCC3	-1%	?	-40%[inhibitor]	·	2.5%	2.2	i	-37%	0%

4 successive entries already listed, quoted:
SMILES	A549 viability	TGFb SMAD3 inh	Abeta rescue	Nrf2 block	Nrf2 ARE act	CCT chaperon mod	Akt phos inh	HepG2 viability	Mm-Cpn inhibitor
CCOc1ccc(C(C(=O)NC2CCCCC2)N(CCOC)C(=O)c2snc(C(N)=O)c2N)cc1 (stereo not given)	-6%	0%	6%	-3%	0.4%	1.0	i	-9%	1%
O=C(Nc1cccc(-c2cccc(Cl)c2)c1)C1CCN(CC2CCOC2)CC1 (stereo not given)	7%	?	4%	10%	6.8%	-1.0	i	-90%	-2%
Cc1ccc2[nH]c(C(=O)O)c(NC(=O)c3ccccc3[N+](=O)[O-])c2c1	-2%	-5%	-5%	3%	-0.1%	-1.3	i	1%	0%
COc1cc(C(=O)Nc2cccc(NC(=O)c3ccccc3)c2)cc(OC)c1OC	7%	-3%	?	?	3.8%	-0.8	i	3%	1%

(list continues)
SMILES	A549 viability	TGFb SMAD3 inh	Abeta rescue	Nrf2 block	Nrf2 ARE act	CCT chaperon mod	Akt phos inh	HepG2 viability	Mm-Cpn inhibitor
CC(=O)Nc1ccc(/C=N/Nc2ccc(C(=O)c3c(C)cc4ccccn34)cc2[N+](=O)[O-])cc1	-5%	24%	·	-8%	-1.6%	0.4	i	9%	0%
CCc1c(C)nc(SCC(=O)N2CCN(c3ccccc3)CC2)[nH]c1=O	-4%	-5%	-3%	-7%	0.1%	0.9	i	3%	-9%
COc1ccc(C(=O)CSc2nc3nc(C)cc(C)n3n2)cc1OC	0%	-14%	-1%	4%	0.5%	1.2	i	-4%	-1%
Cc1cccc(N2CCN(C(=O)c3cc(C)oc3C)CC2C)c1 (stereo not given)	-3%	-6%	-11%	-12%	-0.7%	0.2	i	0%	1%
Cn1c(-c2nonc2N)nc2ccccc21	0%	28%	-4%	2%	0.3%	-5.6	i	4%	1%
Cc1cc(Cl)ccc1N=C1N=C(N)c2ccccc21	-16%	-29%	-16%	-13%	6.9%	-4.4	i	-9%	2%
O=C(c1cncc(Br)c1)N1CCN(c2ccc(N3CCOCC3)nn2)CC1	2%	11%	6%	5%	0.1%	-37*	i	-4%	-1%
COc1ccc(S(=O)(=O)N(Cc2nc(-c3cccc(C)c3)no2)C2CCCCC2)cc1	1%	-8%	0%	-8%	0.4%	·	·	-8%	·
COc1ccc(-c2cc(-c3ccccc3)nc3c2COc2ccccc2-3)cc1	4%	-8%	-10%	4%	-0.5%	·	·	-21%	·
CCc1c(C)sc(NC(=O)c2cc(-c3ccc(O)cc3)on2)c1C#N	-4%	2%	-10%	-20%	0.3%	2.3	i	-1%	-2%
CCOC(=O)C1CCN(C(=S)Nc2ccc(C)cc2)CC1	-15%	11%	-2%	-7%	0.1%	0.9	i	-10%	2%
CSc1ncccc1C(=O)NNC(=O)c1csc(N2CCOCC2)n1	·	1%	6%	·	-0.1%	0.4	i	-68%	·
